Compound activity deposited in PubChem by several laboratories.
sPLA2-III inh: Inhibits HGIII-sPLA2 liposome hydrolysis, primary screen; Q9NZ20; QFRET BODIPY PC-A2 liposome hydrolysis, fluorescence; inhibition, % at 12.2 µM; 370,000 tested, 0.56% active; AID 743126;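 active = inhibition above mean plus 3 SD of compounds lying within the high and low control bounds, cut at about 19% in these data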;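 also: 0% = median of test compound wells and 100% = no enzyme DMSO wells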
GC-B act: GC-B (human) receptor activation; activation, % at 10 µM; AID 1920062; 370,000 tested, 0.11% active; HEK293-GC-B cells, CNP EC30, cGMP TR-FRET; 0% at EC30 CNP, 100% saturating CNP; P20594;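 active = activation at 10 µM reaching about 35% in either raw or pattern-adjusted values, limit read from the data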
GAA850 FXN act: increases GAA850 frataxin promoter reporter activity; HEK293 lucGAA850 FXN promoter luciferase reporter, 24 h; percent of 10 µM SAHA response; activation, % at 6 µM; 360,000 tested, 0.56% active;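 active = activation above the average of all compounds screened plus 3 SD, cutoff fixed separately per campaign, cut at about 7.5% in these data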;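 also: 0% = DMSO wells and 100% = 10 µM SAHA wells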
ARFGAP1 inhibitor: inhibits rat ARF GTPase activating protein 1. Q62848. Arfgap1-stimulated ARF1 GTP hydrolysis, GDP FP detection. inhibition, % at 16.5 µM. 360,000 tested, 0.26% active. AID 651572;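 active = inhibition above a per-plate limit, mean inhibition of low control wells plus 3 SD, cut at about 25% in these data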;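 also: 0% = DMSO wells with enzyme and 100% = wells lacking Arfgap1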
Target sequence (Q62848 1-136 limits assumed): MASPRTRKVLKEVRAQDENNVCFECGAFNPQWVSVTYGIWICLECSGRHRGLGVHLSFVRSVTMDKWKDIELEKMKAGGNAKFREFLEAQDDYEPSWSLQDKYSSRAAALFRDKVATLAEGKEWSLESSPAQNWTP
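Material: rat Arfgap1 catalytic domain, aa 1-136; also added: human ARF1(Δ1-17)-GTP substrate; compound dosing: one concentration, 16.5 µM, DMSO 1.26%; incubation: GTP hydrolysis reaction 2 h at 25 °C; measured by: Tracer-displacement fluorescence polarization with EDTA stop, 620/688 nm; evaluation: % inhibition from polarization; repeats: one replicate per compound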
DDE Tn6 FP inh: inhibitors of Tn6 peptide binding to human fibrin DD(E). P02675. Fibrin DD(E) TRITC-Tn6 fluorescence polarization displacement. inhibition, % at 8.3 µM. 370,000 tested, 0.21% active. AID 720509;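 active = inhibition above a per-campaign cutoff: mean of compounds within control limits plus 3 SD, cut at about 15% in these data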;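 also: 0% = median of all compound wells on the plate and 100% = blocking peptide control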
Target sequence (P02675 whole entry, looked up): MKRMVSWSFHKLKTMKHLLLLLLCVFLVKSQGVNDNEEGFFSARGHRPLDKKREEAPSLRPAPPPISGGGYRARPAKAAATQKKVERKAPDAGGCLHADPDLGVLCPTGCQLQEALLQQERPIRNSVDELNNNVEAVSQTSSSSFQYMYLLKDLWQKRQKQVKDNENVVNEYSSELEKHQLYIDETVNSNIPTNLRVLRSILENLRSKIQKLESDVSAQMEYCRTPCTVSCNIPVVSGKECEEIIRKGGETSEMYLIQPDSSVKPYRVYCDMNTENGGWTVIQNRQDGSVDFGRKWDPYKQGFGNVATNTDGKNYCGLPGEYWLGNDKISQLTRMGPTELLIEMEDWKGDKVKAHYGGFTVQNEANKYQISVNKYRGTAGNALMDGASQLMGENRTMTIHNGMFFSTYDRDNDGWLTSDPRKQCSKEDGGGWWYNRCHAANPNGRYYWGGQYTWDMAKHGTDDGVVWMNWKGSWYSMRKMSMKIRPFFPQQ
proKLK7 act: activates the human kallikrein-7 zymogen. P49862. purified proKLK7, EDANS-DABCYL substrate fluorescence; 100% is mature enzyme control, 0% vehicle. activation, % at 7 µM. 370,000 tested, 0.9% active;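 active = activation above the mean of all tested compounds plus 3 SD, computed per campaign excluding outliers beyond control limits, cut at about 13% in these data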
Target sequence (P49862 whole entry, looked up): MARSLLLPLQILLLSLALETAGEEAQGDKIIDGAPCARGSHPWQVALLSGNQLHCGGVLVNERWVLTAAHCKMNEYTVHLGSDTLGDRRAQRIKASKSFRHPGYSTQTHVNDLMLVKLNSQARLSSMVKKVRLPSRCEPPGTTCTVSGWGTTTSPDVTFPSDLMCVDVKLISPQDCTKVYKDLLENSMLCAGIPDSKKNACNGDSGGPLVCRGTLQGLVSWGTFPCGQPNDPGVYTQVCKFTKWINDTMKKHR
NPR1 activator: GC-A (human) enzyme activation; activation, % at 10 µM; HEK293 GC-A cells, cGMP TR-FRET, EC30 ANP; 0% at EC30 ANP, 100% saturating ANP; P16066; 370,000 tested, 0.14% active; in the data active = activation above about 40%
rCAG binder: binds r(CAG) RNA repeats | 370,000 tested, 1.3% active | AID 651821 | r(CAG) RNA repeat, TO-PRO-1 dye displacement fluorescence | inhibition, % at 3 µM;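 active = inhibition above the plate cutoff, the mean of all test compounds on that plate plus 3 SD, cut at about 35% in these data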;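 also: 0% = DMSO alone and 100% = 100 µM mitoxantrone as full dye displacement; higher means more dye released from RNA so lower well fluorescence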
ASAP1 inh: blocks human ASAP1-stimulated Arf1 GTP hydrolysis; 360,000 tested, 0.19% active; inhibition, % at 16.5 µM; AID 624377; GDP FP detection; Q9ULH1; in the data active = inhibition above about 25%;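 also: 0% = vehicle with enzyme and substrate and 100% = no enzyme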
ADAM10 inh: inhibits human ADAM10; O14672; 370,000 tested, 0.62% active; inhibition, % at 7 µM; recombinant ADAM10, EDANS/DABCYL FRET peptide cleavage, 3 h;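 active = inhibition above a per-campaign cutoff equal to the mean of compounds falling between control-based bounds plus 3 SD, cut at about 20% in these data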;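 also: 0% = DMSO wells while the 100% control is not disclosed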
* marks the source's active call; other numbers are inactive results; i = inactive; . = no result given.

SMILES	sPLA2-III inh	GC-B act	GAA850 FXN act	ARFGAP1 inhibitor	DDE Tn6 FP inh	proKLK7 act	NPR1 activator	rCAG binder	ASAP1 inh	ADAM10 inh
O=C(OCCN1C(=O)c2ccccc2C1=O)c1cccc(OC(F)F)c1	-8	3	2.4	2	-9	0.2	1	-8	9	-1
CN1CCN(Cc2oc(CO)cc(=O)c2O)CC1	-4	0	-1.7	5	2	0.1	1	-3	4	-2
O=C(OCC(=O)N1CCCc2ccccc21)c1ccccc1NCCO	-2	1	0.8	-7	-2	6.2	-4	-4	-6	i
COC(=O)C1C2C=CC3(CN(C(C)c4ccc(OC)cc4)C(=O)C13)O2 (stereo not given)	3	5	-2.5	-1	3	0.1	0	-1	8	5
CN(C)c1ccc(P(=O)(OCc2ccccc2)C(O)c2ccc(Cl)cc2)cc1 (stereo not given)	-5	-7	-0.3	-4	-3	0.4	-11	-3	-7	5
CCN([C@H](CO)C(C)C)S(=O)(=O)c1ccccc1Br	-2	4	-2.1	-21	0	0.7	3	1	-6	-4
COC(=O)c1cccc(-n2c(C)cc(O)cc2=O)c1	3	-2	.	0	5	0.1	0	1	-6	-9
CCC(C)N(C(=O)CSc1ncnc2sccc12)C1CCS(=O)(=O)C1 (stereo not given)	12	-3	2.0	-1	3	-0.4	4	3	-6	-12
COc1nc(Cl)cn(-c2ccc(C)cc2)c1=O	1	4	3.0	-11	2	0.4	-1	1	-13	-4
COc1cc(/C=N/N=C(\N)c2nonc2N)ccc1O	25*	-3	4.6	5	1	0.0	-5	0	-10	5
Cc1onc(-c2ccccc2Cl)c1C(=O)N1CCN(c2ccc(F)cc2)CC1	12	4	-2.5	9	4	0.1	-3	2	-4	-17
Cc1ccccc1C(=O)Nc1ccnn1C1CCN(CCCc2ccccc2)CC1	-8	1	-2.6	14	-5	0.0	-2	-11	-11	-11
O=C(Cn1cccc1)N1CCN(C(c2ccccc2)c2ccccc2)CC1	-15	-7	1.1	1	7	0.4	1	6	-7	-1
CC1Oc2ccccc2N(CC(=O)NCCCN2CCOCC2)C1=O (stereo not given)	5	0	2.3	8	-3	-0.4	0	2	16	-2
Cc1cc(C)n(C(=O)CNC(=O)c2ccc(Cl)cc2Cl)n1	10	-16	0.0	4	-1	0.2	3	-3	6	-2
Cc1cc(C(=O)CSc2nc(N)cc(N)n2)c(C)n1CCc1ccc(F)cc1	2	-5	-0.1	10	-2	0.3	-2	11	-11	-3
CC(=O)Nc1ccc(NC(=O)c2cccc(S(=O)(=O)N(C)C3CCCCC3)c2)cc1	-3	-4	-0.7	-2	3	0.1	0	0	-1	0
COc1ccc(NS(=O)(=O)c2ccc3nc(COc4cccc5ccccc45)[nH]c3c2)cc1	-42	-5	-0.1	2	6	0.1	-16	19	19	17
CCCn1c(SCC(=O)Nc2ccccc2Cl)nc(O)cc1=O	1	-2	0.5	16	-1	-1.2	4	22	15	-1
CC(C)C[C@H]1CN(CCCC[C@@H]2CNC(=O)C(=O)N2CC2CCCCC2)C(=O)C(=O)N1CCc1ccccc1	0	1	.	2	0	-0.1	0	-1	-3	0

Copied from the list:
Value for `COc1nc(Cl)cn(-c2ccc(C)cc2)c1=O` in ADAM10 inh: -4
Value for `CN(C)c1ccc(P(=O)(OCc2ccccc2)C(O)c2ccc(Cl)cc2)cc1` (stereo not given) in DDE Tn6 FP inh: -3
Value for `Cc1onc(-c2ccccc2Cl)c1C(=O)N1CCN(c2ccc(F)cc2)CC1` in ARFGAP1 inhibitor: 9
Value for `COC(=O)C1C2C=CC3(CN(C(C)c4ccc(OC)cc4)C(=O)C13)O2` (stereo not given) in rCAG binder: -1

Following part:
SMILES	sPLA2-III inh	GC-B act	GAA850 FXN act	ARFGAP1 inhibitor	DDE Tn6 FP inh	proKLK7 act	NPR1 activator	rCAG binder	ASAP1 inh	ADAM10 inh
Cc1nn2c3ccccc3n(C)c2nc1=O	4	3	-1.6	2	-2	-0.3	2	3	-2	-124
O=C(COC(=O)c1ccccc1Nc1ccc(SC(F)F)cc1)NCc1ccco1	-7	-1	1.8	4	-5	-9.3	12	2	0	-17
N#Cc1ccc(-c2nnnn2-c2ccc3c(c2)OCO3)cc1	-3	1	1.7	-1	1	0.1	0	1	-12	1
COc1ccc(N(CC(=O)NC2CCCCC2)C(=O)CCCC(=O)Nc2ccccn2)c(OC)c1	-3	1	-1.9	1	-6	-0.1	1	-8	2	-1
O=C(Cn1nc(-c2ccccc2)ccc1=O)NCc1ccc(F)cc1	-1	-4	0.5	2	-10	0.1	-6	-3	-6	-1
O=C(NCCO)C(=O)NCC1OCCCN1S(=O)(=O)c1cc(F)ccc1F (stereo not given)	6	3	0.5	3	14	0.1	2	2	-3	-15
CCn1cc(C(=O)O)c(=O)c2cc(F)c(N3CCN(S(=O)(=O)c4ccc(NC(=O)OC)cc4)CC3)cc21	9	-4	-3.8	7	-2	-1.9	-5	3	-4	-37
O=C(NC1CCCCC1)c1ccc(NS(=O)(=O)c2cccc3cccnc23)cc1	1	-14	0.2	-5	-5	0.0	-51	0	-16	4
COC(=O)C[C@@H]1CC[C@@H](NC(=O)C2CCC2)[C@@H](CO)O1	13	-3	.	-2	-7	0.1	0	1	-1	-20
CCC(=O)N1CCc2cc(S(=O)(=O)CCC(=O)NCCc3ccc(S(N)(=O)=O)cc3)ccc21	8	2	-0.3	4	0	-0.2	-3	6	-10	6
COc1ccc(S(=O)(=O)N2CCC(C(=O)Oc3ccc(C)cc3)CC2)cc1OC	-1	3	-1.8	9	7	0.2	0	-2	2	1
C=CCn1c(CNC(=O)c2ccccc2F)nnc1SCC(=O)N1CCOCC1	2	0	1.2	1	-4	-0.5	3	-3	-10	-10
Cc1cc(C)c2cc(CN(Cc3ccc4c(c3)OCO4)Cc3nnnn3Cc3ccco3)c(=O)[nH]c2c1	-39	-4	1.2	9	-4	-1.3	-5	6	3	5
O=C1OCCN1C(=O)[C@H]1[C@H](c2ccccc2)C(c2cccc(Cl)c2)=NN1c1ccc(Br)cc1	-11	-2	0.8	11	-1	-91	2	11	-1	i
O=C(O)C(=O)/C(=C\c1cccc2ccccc12)c1ccc2ccccc2n1	-18	-1	-0.7	-6	5	-3.0	-3	7	-9	-7
COC(=O)CNC(c1ccccc1)c1cc(Br)ccc1NC(C)=O (stereo not given)	-6	-13	2.1	-3	11	0.2	-11	-9	-8	1
O=c1[nH]c(CSc2ccccn2)nc2ccccc12	-1	-15	5.0	2	0	0.7	-1	-1	-16	7
C=CCN1C(=O)N/C(=C/c2ccc(N3CCOCC3)o2)C1=O	-3	0	.	-10	2	7.9	0	0	-10	-4
COc1ccc(/C=N/NC(=O)c2cc(C)oc2C)cc1OCc1ccccc1	-10	3	-1.7	-4	-3	-0.4	9	2	7	8
CC(=O)c1cccc(NC(=O)c2ccc(NS(=O)(=O)c3c(C)noc3C)cc2)c1	-13	3	-1.4	-1	-1	0.7	5	13	4	7

By substructure: the entries above containing a furan ring, fused or not.
SMILES	sPLA2-III inh	GC-B act	GAA850 FXN act	ARFGAP1 inhibitor	DDE Tn6 FP inh	proKLK7 act	NPR1 activator	rCAG binder	ASAP1 inh	ADAM10 inh
O=C(COC(=O)c1ccccc1Nc1ccc(SC(F)F)cc1)NCc1ccco1	-7	-1	1.8	4	-5	-9.3	12	2	0	-17
Cc1cc(C)c2cc(CN(Cc3ccc4c(c3)OCO4)Cc3nnnn3Cc3ccco3)c(=O)[nH]c2c1	-39	-4	1.2	9	-4	-1.3	-5	6	3	5
C=CCN1C(=O)N/C(=C/c2ccc(N3CCOCC3)o2)C1=O	-3	0	.	-10	2	7.9	0	0	-10	-4
COc1ccc(/C=N/NC(=O)c2cc(C)oc2C)cc1OCc1ccccc1	-10	3	-1.7	-4	-3	-0.4	9	2	7	8

Remaining list, next part
SMILES	sPLA2-III inh	GC-B act	GAA850 FXN act	ARFGAP1 inhibitor	DDE Tn6 FP inh	proKLK7 act	NPR1 activator	rCAG binder	ASAP1 inh	ADAM10 inh
CC1CCCCN1CCNC(=O)C1CC(=O)N(c2ccc(F)c(Cl)c2)C1 (stereo not given)	5	-9	-1.9	-5	3	-0.2	5	3	-5	0
Cc1ccc(S(=O)(=O)N(C)C)cc1NC(=S)N(C)C1CCN(C)CC1	3	2	-0.4	5	0	0.0	4	0	-4	0
CC1CC(C)CN(S(=O)(=O)c2ccc(C(=O)N(C)Cc3ccccc3)cc2)C1 (stereo not given)	-9	1	0.1	-15	1	0.0	-1	-6	-4	-4
N#Cc1ccsc1NC(=O)CN1CCN(c2ccccc2O)CC1	0	3	0.0	-2	-7	-0.7	-1	7	1	-6
C/C(=N\NC(=S)Nc1cc(S(=O)(=O)N2CCOCC2)ccc1Cl)c1ccccc1F	5	-4	-10	7	2	-0.3	6	13	-6	10
CCOC(=O)C1(Cc2cccc(OC)c2)CCCN(S(=O)(=O)c2cccnc2)C1 (stereo not given)	2	3	-0.2	0	1	0.2	4	-3	4	-8
FC(F)(F)c1cc(Cl)c2nnc(C(F)(F)Cl)n2c1	-1	.	-1.1	2	-1	0.0	.	-2	-10	2
Cc1cccc(CCNC(=O)C2CCCN(c3ncnc4c3nc3n4CCCCC3)C2)c1 (stereo not given)	1	-3	-0.5	2	6	0.1	-2	-6	-8	-3
COc1ccc(Cl)cc1NS(=O)(=O)c1cccc(C(=O)NCC2(N(C)C)CCCCC2)c1	-2	-5	-1.2	0	0	-0.5	-3	-3	-1	-4
Cc1nn(-c2ccccc2)c(Cl)c1/C=C/C(=O)c1ccc(O)cc1	-46	0	2.5	10	6	0.5	-1	13	1	-2
CCCCCn1c(NCc2ccco2)nc2ccccc21	-7	-13	0.4	-6	1	0.3	-11	3	-5	-13
O=C(Nc1ccccc1N1CCOCC1)C1CCN(S(=O)(=O)c2ccc(Cl)cc2)CC1	4	-7	1.2	0	7	0.2	-8	-4	0	-7

One compound at a time, from the list above:
COc1ccc(Cl)cc1NS(=O)(=O)c1cccc(C(=O)NCC2(N(C)C)CCCCC2)c1 in the list: sPLA2-III inh: -2; GC-B act: -5; GAA850 FXN act: -1.2; ARFGAP1 inhibitor: 0; DDE Tn6 FP inh: 0; proKLK7 act: -0.5; NPR1 activator: -3; rCAG binder: -3; ASAP1 inh: -1; ADAM10 inh: -4
N#Cc1ccsc1NC(=O)CN1CCN(c2ccccc2O)CC1 in the list: sPLA2-III inh: 0; GC-B act: 3; GAA850 FXN act: 0.0; ARFGAP1 inhibitor: -2; DDE Tn6 FP inh: -7; proKLK7 act: -0.7; NPR1 activator: -1; rCAG binder: 7; ASAP1 inh: 1; ADAM10 inh: -6
CC1CCCCN1CCNC(=O)C1CC(=O)N(c2ccc(F)c(Cl)c2)C1 (stereo not given) in the list: sPLA2-III inh: 5; GC-B act: -9; GAA850 FXN act: -1.9; ARFGAP1 inhibitor: -5; DDE Tn6 FP inh: 3; proKLK7 act: -0.2; NPR1 activator: 5; rCAG binder: 3; ASAP1 inh: -5; ADAM10 inh: 0
